Screening data: PubChem BioAssay, National Center for Advancing Translational Sciences (NCATS)
FUS suppressor: FUS proteinopathy suppression in yeast; S. cerevisiae FUS-expressing, growth rescue, OD600, 24 h; Potency, µM (doses to about 76.6 µM), for inactives: at the highest dose growth rescue (activation), hits mostly activators; 390,000 compounds, 0.24% hits;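 note: potency is the fitted concentration of half-maximal effect; plate controls were DMSO vehicle for no effect and reference control for full effect; nearly all actives have a fitted effect of over 55% in size; some results filed as inactive show a strong effect at the top dose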
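Read-out: OD at 600 nm after 24hr at 30C, reporting rescue of FUS-induced yeast toxicity. Cells at OD 0.005 in galactose (2%) minimal medium; compounds tested in a dilution series; CP55940 titration from 92uM final as control.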
aSyn yeast inh: alpha-synuclein toxicity inhibition in yeast; Yeast expressing alpha-synuclein, growth rescue, BacTiter-Glo, 24 h; Potency, µM (titrated, usually from 46.1 µM), without a hit: top-dose growth rescue (activation), most hits filed as activators; 370,000 compounds, 0.14% hits; note: potency is the fitted concentration of half-maximal effect; % of control where 0% means no effect; nearly all actives have a fitted effect of over 65% in size
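Rescue of yeast growth: cells expressing toxic alpha-synuclein, induced in galactose at OD600 0.02, incubated with compound 24 h at 30 C. ATP luminescence quantified growth; inhibitors of toxicity appear as activators.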
Mm-Cpn inhibitor: blocks the Methanococcus maripaludis chaperonin Mm-Cpn; purified Mm-Cpn ATPase, ADP Transcreener TR-FRET; Potency, µM (top dose mostly 76.9 µM), without a hit: at the highest dose activity, negative = inhibition, actives largely listed as inhibitors; 330,000 compounds, 0.031% hits; AID 504842; note: potency is the fitted concentration of half-maximal effect; % is set by controls: 0 for no effect and ±100 for the full control effect; nearly all actives have a fitted effect of over 80% in size
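Reaction buffer contained 30 mM Tris pH 7.4, 100 mM KCl, 5 mM MgCl2 and 1 mM DTT. Mm-CPN (25 nM final) hydrolysed 10 uM ATP over 30 min at 37°C; ADP was read by HTRF.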
TDP43 rescue: TDP-43 toxicity inhibition in yeast; TDP-43 expressing yeast growth rescue, BacTiter-Glo, 24 h; Potency, µM (top dose mostly 46.1 µM), for the others: top-dose growth rescue (activation), most hits filed as activators; 410,000 compounds, 1.8% hits; note: potency is the fitted concentration of half-maximal effect; % of control where 0% means no effect; nearly all actives have a fitted effect of over 50% in size
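Yeast cells expressing TDP-43 under galactose induction are exposed to compounds for 24 hr at 30 deg C. BacTiter-Glo luminescence measures growth, so protective compounds score as activators.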
GLP-1R inv ag: inverse agonists of human GLP-1 receptor; 410,000 compounds, 1.6% hits; Potency, µM (series often up to 38.3 µM), inactives show at the top dose activity change, negative = inhibition, usual class: inhibitors; HEK293 GLP-1R CRE-luciferase, luminescence, 24 h; GLP-1R form is constitutively active; P43220; AID 624417; note: potency is the fitted concentration of half-maximal effect; % is set by controls: 0 for no effect and ±100 for the full control effect; nearly all actives have a fitted effect of over 55% in size
Target sequence (P43220 whole entry, looked up): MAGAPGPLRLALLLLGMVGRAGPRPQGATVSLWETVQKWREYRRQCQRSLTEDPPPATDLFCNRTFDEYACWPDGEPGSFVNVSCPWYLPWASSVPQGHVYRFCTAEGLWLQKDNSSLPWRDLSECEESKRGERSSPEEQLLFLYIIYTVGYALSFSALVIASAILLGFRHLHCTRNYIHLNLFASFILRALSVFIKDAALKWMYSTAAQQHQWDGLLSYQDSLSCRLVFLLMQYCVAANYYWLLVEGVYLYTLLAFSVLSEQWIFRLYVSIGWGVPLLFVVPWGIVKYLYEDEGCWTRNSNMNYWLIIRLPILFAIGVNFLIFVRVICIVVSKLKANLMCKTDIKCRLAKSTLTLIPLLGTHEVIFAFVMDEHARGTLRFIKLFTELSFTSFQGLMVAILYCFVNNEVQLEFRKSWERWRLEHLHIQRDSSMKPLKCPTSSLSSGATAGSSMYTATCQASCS
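Luminescence readout: a drop in cAMP-driven luciferase signal flags inverse agonism at a constitutively active GLP-1R stably expressed in HEK293. Compound exposure lasted 24 hr at 37 deg C, 5% CO2.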
PTHR1 agonist: PTHR1 (human) receptor agonism; Q03431; HEK293 GP2 PTHR1 cells, GloSensor cAMP luminescence, 1 h; Potency, µM (doses to about 115 µM), for inactives: top-dose activation, actives largely listed as activators; 410,000 compounds, 0.075% hits; note: potency is the fitted concentration of half-maximal effect; nearly all actives have a fitted effect of over 55% in size; some results filed as inactive show a strong effect at the top dose; inactives centre near -15; many of its hits are not listed in these tables
Target sequence (Q03431 whole entry, looked up): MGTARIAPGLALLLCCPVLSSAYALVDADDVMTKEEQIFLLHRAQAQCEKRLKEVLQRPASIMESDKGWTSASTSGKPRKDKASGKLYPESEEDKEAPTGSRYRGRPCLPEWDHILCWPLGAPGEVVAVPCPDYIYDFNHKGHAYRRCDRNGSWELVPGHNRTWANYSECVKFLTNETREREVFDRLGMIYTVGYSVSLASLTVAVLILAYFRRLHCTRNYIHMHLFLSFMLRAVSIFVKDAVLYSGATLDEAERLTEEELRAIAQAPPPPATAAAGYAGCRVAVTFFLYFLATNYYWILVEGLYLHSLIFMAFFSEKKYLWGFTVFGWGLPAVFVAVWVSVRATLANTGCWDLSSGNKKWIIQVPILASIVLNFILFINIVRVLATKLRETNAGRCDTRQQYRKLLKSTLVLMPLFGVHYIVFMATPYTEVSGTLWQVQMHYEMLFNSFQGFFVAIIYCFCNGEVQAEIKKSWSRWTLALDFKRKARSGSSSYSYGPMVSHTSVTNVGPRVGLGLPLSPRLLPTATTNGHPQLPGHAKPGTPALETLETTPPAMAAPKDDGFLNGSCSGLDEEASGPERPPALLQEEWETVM
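HEK-293-derived GP2 cells expressing PTHR1 and a GloSensor cAMP reporter, 3,000/well, plated overnight, given luciferin plus IBMX (each 0.5 mM as added) for 1 h at 37 °C, then compound for 1 h at 37 °C. Luminescence was read after 15 min at room temperature.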
HEK293 tox: cytotoxicity in counter-screen for GLP-1R inverse agonists; HEK293 cAMP-luciferase reporter cells, luminescence, 24 h; Potency, µM (doses to about 38.3 µM), inactives show at the highest dose activity change, negative = inhibition, usual class: inhibitors; 410,000 compounds, 0.13% hits; AID 624418;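 note: loss of luciferase light is scored as toxicity; potency is the fitted concentration of half-maximal effect; % is set by controls: 0 for no effect and ±100 for the full control effect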
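Step one: seed cells (200 cells/uL, DMEM with 10% Nu serum, 1% pen-strep). Step two: 12-hour incubation at 37 deg C. Step three: pin 23 nL compound, incubate 24 hr. Step four: add luciferase reagent, read luminescence 12 min later.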
Akt phos inh: Akt phosphorylation inhibition; activity change, % for hits at 50 µM; Neuro2A IGF-stimulated pAkt S473 HTRF, 20 min; hits give low values; 360,000 compounds, 0.32% hits; in the data active = activity change below about -80%; inconclusive = mostly about -51% to -80%; note: % is set by controls: 0 for no effect and ±100 for the full control effect
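Neuro2A cells in DMEM with 0.5% FBS, overnight at 37 deg C, given compound at single 50 µM final, then IGF (6 nM final) for 20 min at 37 deg C. Lysed; phospho-Akt Ser473 by HTRF after 24 h, 665/615 ratio.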
Abeta yeast res: compounds reversing amyloid beta toxicity in yeast; yeast expressing A-beta42, growth rescue, OD600, 48 h; response scale: 0% DMSO, 100% iron-clioquinol control; Potency, µM (highest dose often 46.1 µM), inactives show at the highest dose growth rescue, hits mostly activators; 410,000 compounds, 0.063% hits; note: potency is the fitted concentration of half-maximal effect; nearly all actives have a fitted effect of over 55% in size
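Growth rescue measured by 600 nm absorbance after 48 h yeast culture at 30 C with compound. Values normalized between DMSO and an equimolar ferric chloride plus clioquinol control.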
* hit, by the source's call; i = inactive; ? = inconclusive; / = not tested or not shown; [ ] = remark or other dose. Unless noted, calls come from the whole dose curve; as a rule, active = well fitted curve in the direction sought with a large enough effect; inconclusive = small, poorly fitted or top-dose-only effect, or another doubt; inactive = no such curve, though single readings can be large; an effect the other way counts as inactive or inconclusive. This is a subset (hit frequency here may not be typical).

SMILES	FUS suppressor	aSyn yeast inh	Mm-Cpn inhibitor	TDP43 rescue	GLP-1R inv ag	PTHR1 agonist	HEK293 tox	Akt phos inh	Abeta yeast res
COc1ccc(Br)c(OC)c1C(=O)NC(=O)Nc1nc(C)cc(C)n1	-4%	2%	-1%	-2%	8%	i	2%	i	-1%
O=C(CSc1nccn1C1CCCC1)Nc1ccc(C(F)(F)F)cc1	11%	/	/	26%	?	-20%	1%	/	22%
O=C(Nc1cccnc1)c1ccccc1F	0%	-9%	-4%	-9%	20%	0%[57.5 µM]	-8%	i	12%
CN(Cc1ccccc1)Cc1cc(=O)oc2ccc3ccccc3c12	20%	3%	/	?	?	i	9%	i	14%
CN(CC(=O)Nc1ccccc1C(=O)NC1CC1)Cc1ccc(N(C)C)cc1	5%	1%	-12%	11%	-27%	-22%	-6%	i	-1%
O=C(Nc1ccc(F)cc1)c1sc(Cl)nc1-c1ccccc1	-6%	-6%	-26%	12%	6%	i	4%[1.53 µM]	i	10%
CCNc1nc(SC(C)C(=O)OC)nc(N2CCOCC2)n1 (stereo unspecified)	-8%	0%	2%	6%	52%	i	-1%	i	1%
Cn1c(CCN2CCCCC2)nc2cc(NC(=O)NC3CCCCC3)ccc21	-1%	-3%	-1%	14%	9%	-20%	22%	i	6%
Cc1ccc(-c2nnc(Nc3ccc(C(N)=O)cc3)c3ccccc23)cc1S(=O)(=O)NCC1CCCO1 (stereo unspecified)	/	-6%	-3%	7%	30%	i	-22%	i	-13%
FC(F)Sc1nnc(-c2cccs2)n1-c1ccccc1	13%	7%	-4%	-2%	-1%	i	10%	/	-7%
Cc1oc2c(c(=O)c1C)C(=O)CC(c1ccccc1)C2 (stereo unspecified)	-11%	3%	1%	-13%	-16%	i	7%	i	3%
Cc1ccc(C(=O)N(CC(=O)NC2CCCC2)c2ccccc2F)s1	-11%	0%	/	6%	?	-19%	-12%	i	0%
Cc1nc(Nc2ccccc2)sc1-c1ccccc1	/	-7%	-6%	20µM*	?	-39%[inhibitor]	-22%	i	3%
COCCCn1ccc(O)c(Cc2ccc(F)cc2)c1=O	1%	1%	0%	8%	0%	i	-2%	/	0%
CC(=O)Oc1ccc(-c2cc3ccccc3oc2=O)cc1	24%	0%	/	3%	11%	i	0%	i	-12%
C=CCC[C@H](Cc1ccc(F)cc1)C(=O)OC[C@@H](Cc1c[nH]c2ccccc12)NC(=O)[C@H](CC=C)CC(=O)N(CCO)Cc1ccccc1	?	1%	-1%	8%	2.8µM*	-6%	?	i	0%
O=C(c1cccs1)N1CCN(c2cccc(Cl)c2)CC1	5%	1%	-2%	?	6%	?	0%	i	3%
COC(=O)c1ccccc1NC(=O)c1nc(-c2ccc(C)cc2)n2c1CCCCC2	-16%	6%	/	14%	7%	i	4%	/	-5%
Cc1ccc(-c2noc(-c3ccoc3C)n2)cc1	-4%	1%	0%	2%[0.397 µM]	3%	i	0%	i	-5%
Cc1ccc(Cn2cccc(NC(=O)NC3CCCCC3)c2=O)cc1	12%	14%	0%	11%	?	-27%	-4%	i	22%
O=C(CN1CCN(c2ccccc2O)CC1)NC(c1ccccc1)c1ccccc1	/	2%	0%	0%	-1%	i	15%	i	-9%
Cc1ccc(NC(=O)CCC(=O)NNC(=O)c2ccccc2[N+](=O)[O-])c(C)c1	6%	-1%	-1%	-15%[9.22 µM]	-5%	-5%	2%	i	2%
CN(CC(=O)Nc1ccccc1Br)C(=O)c1cccc(S(=O)(=O)NCc2ccccc2)c1	23%	-8%	3%	-9%	-27%	-18%	3%	i	-5%
COc1ccccc1OCC(=O)Nc1cc(C(F)(F)F)ccc1-n1cncn1	10%	15%	0%	0%	3%	i	0%	i	3%
CC(=O)Nc1ccc(NC(=O)C(C)OC(=O)CN(C)S(=O)(=O)c2ccc(Cl)cc2)cc1 (stereo unspecified)	7%	3%	1%	19%	1%	-3%	-2%	i	14%
CC(=O)c1ccc(N2C(=O)C3C4C=CC(CC4)C3C2=O)cc1 (stereo unspecified)	7%	0%	1%	-2%	-1%	i	4%	i	-7%
O=C(CCc1ccc(Oc2cc([N+](=O)[O-])cc([N+](=O)[O-])c2)cc1)Nc1cccc(Cl)c1	5%	7%	-6%	17%	?	-34%[inhibitor]	-29%	i	4%
COc1ccc(C2=NN(C(=O)CSc3nc4ccccc4s3)C(c3ccc(F)cc3)C2)cc1 (stereo unspecified)	/	6%	0%	13%	?	-32%[inhibitor]	-5%	i	16%
Cc1cc(NC(=O)CN(C)C)c([N+](=O)[O-])cc1C	-40%	3%	-2%	14%	20%	i	4%	i	8%
CCCCn1c(=O)[nH]c(=O)c2c1nc(-c1cc(Br)c(OCC)c(OC)c1)n2C	-8%	3%	-3%	24%	3%	-10%	8%	i	-4%
O=C(CCN1C(=O)C2CCCCC2C1=O)Nc1ccc(Br)cc1F (stereo unspecified)	?	-3%	0%	-34%	?	-19%	-9%	i	-6%
N#Cc1cccc(NC(=O)COC(=O)c2cccc(N3C(=O)c4ccccc4C3=O)c2)c1	?	1%	1%	15%	5%	-13%	-5%	i	22%
O=C(Nc1ncccc1O)c1ccc(C(=O)c2ccccc2)cc1	7%	-11%	-4%	27%	203%[activator]	i	8%	i	-9%
Cc1cccc(C(=O)NCC(=O)OCC(=O)N2CC3(C)CC2CC(C)(C)C3)c1 (stereo unspecified)	14%	5%	0%	4%	-28%	i	-7%	i	3%
CC(C)Oc1ccc(CC2CCC(=O)N(C)C2=O)cc1 (stereo unspecified)	2%	8%	1%	?	11%	i	1%	i	5%
O=C(CSS(=O)(=O)O)N1CCN(C(=O)c2ccoc2)CC1	-21%	-6%	2%	-10%	12%	22%	3%	i	9%
COc1cc(CNCc2ccccn2)ccc1OCc1ccc(Cl)c(Cl)c1	4%	0%	0%	1%	?	-19%	-10%	i	-1%
O=C(COC(=O)c1n[nH]c2ccccc12)c1cc(F)ccc1F	19%	9%	-2%	12%	-12%	-6%	-5%	i	13%
Nc1cccc2c1C(=O)N(C(=O)c1cccc(S(=O)(=O)N3CCCC3)c1)C2=O	0%	0%	-4%	1%	4%	i	/	i	25%
COc1ccc(CNC(=O)C2CCC(=O)N(C3CCCCCC3)C2)c(OC)c1 (stereo unspecified)	5%	1%	/	21%	17%	-9%	-6%	i	8%
Cc1ccc(NC(=O)C2CCN(S(=O)(=O)c3cccc4cccnc34)CC2)nc1	-5%	15%	-5%	20%	-2%	-95%[inhibitor]	-20%	i	1%
CCc1nnc(NC(=O)CCC(=O)N2CCC(Cc3ccccc3)CC2)s1	18%	9%	3%	?	?	-21%	2%	i	-2%
N#Cc1ccc(CCc2ccccc2)[nH]c1=O	-8%	0%	/	-13%	3%	i	-5%	i	3%
CCCCN=C(C)C1=C(O)CSC1=O	-33%	0%	-2%	17%	0%	i	11%	i	6%
Cc1ccc(C)c(NC(=O)C(OC(=O)c2ccc(C)s2)c2ccccc2)c1 (stereo unspecified)	14%	9%	1%	-4%	-15%	i	9%	i	-1%
CC1CCCN(S(=O)(=O)c2coc(C(N)=O)c2)C1 (stereo unspecified)	-23%	1%	0%	0%	12%	0%	3%	i	-19%
COc1ccc(S(=O)(=O)N2CCN(C(=O)c3ccccn3)CC2)cc1	-2%	1%	-7%	2%	9%	i	-9%	i	1%
Cc1ccc2nc(SCC(=O)Nc3cccc(Cl)c3)nc(=O)n2c1	2%	2%	-1%	27%	36%[activator]	-28%	7%	i	-5%
Cc1ccc(-c2c3c(=O)n(C)c(=O)n(C)c3cn2-c2cc(C)ccc2O)cc1	-16%	/	/	16%	?	-30%	1%	/	-9%
O=C(Nc1cccc(C(=O)NC2CCCCC2)c1)c1ccccc1	-17%	-3%	1%	-10%	?	i	-2%	i	8%
CC(C)OC1=CC(=O)OC(c2cccc(Cl)c2)C1 (stereo unspecified)	-3%	12%	/	22µM*	-19%	i	5%	i	0%
COC(=O)c1ccccc1NC(=O)C1CC(=O)N(c2ccc(C)c(C)c2)C1 (stereo unspecified)	32%	0%	0%	16%	-17%	-13%[57.5 µM]	-4%	i	-8%
Cn1c(=O)n(C)c2cc(N3CCOCC3)c(NS(=O)(=O)c3ccc(Br)cc3)cc21	31%	/	/	14%	68%[activator]	-14%	-5%	/	0%
CCN(CC)c1ccc(/C=N/Nc2nc(C)cc(C)n2)cc1	25%	2%	-4%	4%	11µM*	i	?	i	30%
CC(C)c1ccc(S(=O)(=O)N2CCN(C(=O)c3ccc(N4CCCC4)c([N+](=O)[O-])c3)CC2)cc1	/	6%	0%	-9%	?	-3%	3%	i	-7%

A run of entries taken from the entries so far:
SMILES	FUS suppressor	aSyn yeast inh	Mm-Cpn inhibitor	TDP43 rescue	GLP-1R inv ag	PTHR1 agonist	HEK293 tox	Akt phos inh	Abeta yeast res
Cn1c(=O)n(C)c2cc(N3CCOCC3)c(NS(=O)(=O)c3ccc(Br)cc3)cc21	31%	/	/	14%	68%[activator]	-14%	-5%	/	0%
CCN(CC)c1ccc(/C=N/Nc2nc(C)cc(C)n2)cc1	25%	2%	-4%	4%	11µM*	i	?	i	30%
CC(C)c1ccc(S(=O)(=O)N2CCN(C(=O)c3ccc(N4CCCC4)c([N+](=O)[O-])c3)CC2)cc1	/	6%	0%	-9%	?	-3%	3%	i	-7%
